# Assay outcomes: PubChem, several laboratories
# NPY Y1 blocker: blocks the human neuropeptide Y Y1 receptor | HEK293-CNG Y1 cells, membrane potential fluorescence; NPY at EC95, then isoproterenol | inhibition, % at 3.6 µM | 200,000 compounds, 1% hits | AID 1040;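 active means inhibition above the campaign mean inhibition of all tested compounds plus 3 SD, cut at about 20% in these data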;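 further: 0% = DMSO wells given NPY plus isoproterenol and 100% = isoproterenol alone without NPY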
# Target sequence (P25929 whole entry, looked up): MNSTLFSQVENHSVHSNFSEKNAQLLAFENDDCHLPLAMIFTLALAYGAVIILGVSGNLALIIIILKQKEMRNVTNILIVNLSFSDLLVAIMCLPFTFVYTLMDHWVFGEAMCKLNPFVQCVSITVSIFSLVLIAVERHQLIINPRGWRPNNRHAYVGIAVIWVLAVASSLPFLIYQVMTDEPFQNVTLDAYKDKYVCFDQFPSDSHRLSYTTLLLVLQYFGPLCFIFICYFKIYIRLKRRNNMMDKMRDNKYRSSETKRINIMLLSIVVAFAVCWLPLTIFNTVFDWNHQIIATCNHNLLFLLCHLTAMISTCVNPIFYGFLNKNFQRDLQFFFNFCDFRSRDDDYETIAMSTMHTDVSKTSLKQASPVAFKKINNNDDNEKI
#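 Test system: HEK293 cells co-expressing NPY Y1 receptor and cyclic-nucleotide gated channel; Also added: NPY (25 nM), isoproterenol (1 µM), Ro 20-1724 (25 µM); Compound dosing: one concentration, 3.6 µM, in 0.4% DMSO; Timing: dye 3 h, compound 60 min room temperature, stimulation 45 min; Technique: Membrane-potential fluorescent dye readout.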
# TRPML3 agonist: agonists of human TRPML3 channel; HEK293 TRPML3-YFP, Fluo-8 calcium fluorescence; 100% = the carbachol control signal; Q8TDD5; 220,000 compounds, 0.29% hits; activation, % at 3 µM;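 active means activation above its plate's cutoff, the mean activation of the plate's test wells plus 3 SD, cut at about 12% in these data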;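 further: 0% = DMSO only wells and 100% = carbachol wells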
#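 Material: TRPML3-YFP stable HEK293 cells | Dosing: One concentration, 3 µM nominal, 0.3% DMSO | Timing: 125 s total fluorescence read per well | Technique: Fluo-8 calcium dye fluorescence, ex 470-495, em 515-575 nm | Measure: Percent activation from peak-to-basal fluorescence ratio, scaled between DMSO and carbachol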
# S1P4 antagonist: human S1P4 receptor antagonism; AID 1510; inhibition, % at 4.98 µM; S1P4-expressing cells, antagonist mode, reporter read-out; 220,000 compounds, 0.26% hits; in the data active means inhibition above about 29%;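 further: 0% = wells stimulated with agonist and 100% = vehicle wells without agonist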
# EP2 modulator: modulates human prostaglandin E2 receptor EP2 signaling; induction, % at 25 µM; EP2-expressing cells, cAMP HTRF FRET, PGE2 co-stimulation; 260,000 compounds, 0.83% hits; AID 940;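 active means compounds whose cAMP rise, as percent of the full-agonist control response, exceeds 60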;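 further: rat C6 glioma line stably carrying human EP2 under a CMV promoter; the protocol text gives 20 µM as final concentration; 100% = response of wells given 1 µM PGE2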
# TRPN1 ag: agonists of zebrafish TRPN1 channel; HEK293 zebrafish TRPN1-YFP, Fluo-8 calcium fluorescence; 100% = response to 87 µM carbachol; activation, % at 3 µM; 220,000 compounds, 0.18% hits; AID 1424;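 active means activation above its plate's cutoff, the mean activation of test wells on that plate plus 3 SD, cut at about 19% in these data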;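 further: 0% = DMSO alone and 100% = 87 µM carbachol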
#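 Material – zebrafish TRPN1-YFP in HEK293 cells · Doses – 3 µM single point · Schedule – dye 1 h 37 °C plus 30 min RT · Signal – Fluo-8 calcium fluorescence, excitation 470-495 nm, emission 515-575 nm · Read-out – % activation versus carbachol response · Control set – carbachol high, DMSO low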
# NPY-Y2 PAM-ag: potentiates or activates human NPY-Y2 receptor. activation, % at 3.6 µM. AID 1359. cells expressing NPY-Y2, potentiator/agonist read-out. P49146. 220,000 compounds, 0.45% hits; in the data active means activation above about 27%;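 further: cells stimulated with NPY near EC25 plus isoproterenol at EC100; 0% = vehicle plus submaximal agonist and 100% = vehicle plus saturating agonist; some results beyond the cut were filed as inactive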
# Target sequence (P49146 whole entry, looked up): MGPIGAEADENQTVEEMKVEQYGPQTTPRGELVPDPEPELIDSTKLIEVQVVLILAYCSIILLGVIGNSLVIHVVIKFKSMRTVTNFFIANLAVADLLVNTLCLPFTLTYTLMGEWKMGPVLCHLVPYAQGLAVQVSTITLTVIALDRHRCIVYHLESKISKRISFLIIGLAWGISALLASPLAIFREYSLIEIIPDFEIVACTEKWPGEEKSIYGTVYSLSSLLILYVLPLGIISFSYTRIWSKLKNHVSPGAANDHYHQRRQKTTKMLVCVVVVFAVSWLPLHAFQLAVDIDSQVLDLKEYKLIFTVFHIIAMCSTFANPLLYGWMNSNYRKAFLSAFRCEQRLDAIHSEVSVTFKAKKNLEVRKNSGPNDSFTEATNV
# NPY1 pot ag: human NPY-Y1 potentiation or agonism, primary screen; P25929; NPY-Y1 expressing cells, potentiator/agonist activation; activation, % at 3.6 µM; 220,000 compounds, 0.37% hits; in the data active means activation above about 33%, passing the limit was not always enough;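 further: cells stimulated with NPY at EC10 then isoproterenol at EC100; 0% = low agonist plus stimulus and 100% = saturating agonist plus stimulus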
# S1P4 ag: agonists of human S1P4 receptor; activation, % at 4.98 µM; 220,000 compounds, 0.35% hits; S1P4-expressing cell line, agonist reporter assay; O95977; in the data active means activation above about 11%;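 further: 0% = DMSO vehicle and 100% = reference agonist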
# CHOP inhibitor: CHOP inhibition in unfolded protein response | CHO-K1 CHOP-promoter luciferase, tunicamycin-induced, 15-18 h | inhibition, % at 10 µM | 220,000 compounds, 3.8% hits | AID 2732;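 active means compounds that reduced the stress-induced luciferase reporter signal by more than about 70% of percent inhibition, limit read from the data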;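 further: 0% = tunicamycin plus vehicle and 100% = wells without tunicamycin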
# * hit, by the source's call; · = not tested or not shown; & = joins results of further samples. Outcome played no part in choosing rows; 6.5% or so of the library scored in one or more.
# The line under a structure holds: NPY Y1 blocker, TRPML3 agonist, S1P4 antagonist, EP2 modulator, TRPN1 ag, NPY-Y2 PAM-ag, NPY1 pot ag, S1P4 ag, CHOP inhibitor
Cc1ccc(C(=O)N/C(=C\c2cccs2)C(=O)N2CCCCCC2)cc1
  -2, -1.1, 1, 18, -0.4, -7, 11, 1.1, 28
Cc1ccc(-c2nnn(CC(=O)N3c4ccccc4CCc4ccccc43)n2)cc1
  5, 0.0, -15, 8, -0.7, -10, -1, 0.4, 21
CN(Cc1ccccc1NS(=O)(=O)c1ccc(Cl)cc1)C1CCCCC1
  7, -0.8, 11, -6, -1.8, -7, 6, 0.3, -12
CCOC(=O)C(C)NC(=O)Cn1ncc2c(=O)oc3ccc(C)cc3c21 (stereo not drawn)
  ·, 0.4, -7, 3, -0.7, 4, -5, -0.6, 6
O=C1/C(=C/c2ccncc2)SC(=S)N1C1CCS(=O)(=O)C1 (stereo not drawn)
  0, 0.4, -23, -16, 0.1, -15, 9, 0.8, 104*
Cc1nc2scc(-c3ccccc3)c2c(=O)n1/N=C/c1ccco1
  1, 0.3, -16, 7, 2.1, 0, 6, -0.9, -16
C/C(=N\n1cnnc1)c1ccc(C#N)cc1
  -2, 0.9, -11, 16, -0.6, -2, 10, 1.4, 7
Cc1nc(NC(=S)NC(=O)c2cccs2)ccc1Br
  12, 0.4, -17, 20, -0.7, -5, 3, 0.3, -28
COc1ccc(CNC(=O)CCn2cccc2)cc1
  -1, 0.4, -7, 12, -1.4, -5, -1, 1.6, -12
Cc1cc(NC(=O)CSc2nnc(-c3ccoc3C)o2)no1
  4, -0.1, 4, 31, 0.8, -11, -5, 0.8, 1
O=C(CN1CCN(Cc2ccccc2)CC1)N/N=C/c1ccccc1F
  ·, 0.8, -12, -18, 1.3, -8, 16, 0.6, -14
COC(=O)C1=C(C)OC(N)=C(C#N)C1c1ccc(OC)c(OC)c1OC (stereo not drawn)
  6, 1.5, -6, 15, -0.7, 14, -22, 2.4, 7
Cc1cc(C)c(OCC(=O)Nc2nnn(C)n2)c(Br)c1
  7, -1.1, -10, -16, -0.5, 11, -1, -0.1, 21
COc1ccc(NC(=O)C2CCN(S(=O)(=O)c3cccc4cccnc34)CC2)cc1OC
  -1, -0.1, 2, -4, 0.7, -3, -4, 0.1, 17
CSc1ccccc1NC(=O)Cn1nnc(-c2ccc(S(C)(=O)=O)cc2)n1
  1, 0.1, -7, -13, 0.4, -4, -9, -0.3, -9
Cc1c(C#N)c(N=CN(C)C)c(C(=O)c2ccc(Br)cc2)n1-c1ccccc1
  4, -0.9, -12, 22, -0.3, -2, 12, -0.5, 33
Cn1c(=O)c(=O)n(C)c2cc(S(=O)(=O)NCCOc3ccccc3Cl)ccc21
  -4, 0.5, 5, -18, -0.1, -1, 2, 0.4, -12
O=C(O)CSCc1cn2cc(Cl)ccc2n1
  -2, 1.5, -17, 23, 1.0, 1, -27, -0.7, 15
CCN(CC(=O)Nc1ccc(C)c(F)c1)CC(=O)NC(C)(C)C
  -2, 1.1, 4, -4, 0.4, -13, -15, 0.9, 9
N=C(N)SCc1ccccn1
  -6, -0.2, 2, 22, 2.7, 9, 1, 1.4, -41
O=C(Nc1ccc2c(c1)OCO2)C1CCN(C(=O)c2ccc(Cl)cc2)CC1
  2, 0.8, -10, -17&-3, 0.0, -21, -9, 1.8, 23
Nc1c(C(=O)c2cccs2)oc2ccccc12
  -5, 0.8, 0, 55, -1.1, -4, 5, -0.6, -18
CC1(C)CC2CC(C)(CN2/C=N/c2sc3c(c2C#N)CC(C)(C)NC3(C)C)C1 (stereo not drawn)
  ·, 0.5, -3, -4, -0.5, -27, -38, 0.1, -16
CCc1nnc(NS(=O)(=O)c2ccc(NC(=S)NC(=O)c3cccs3)cc2)s1
  -2, 0.9, -17, -54, 1.5, -2, 4, 1.2, 9
CCOC(=O)/C=C/COc1ccccc1[N+](=O)[O-]
  1, -0.3, 1, 16, -0.6, 4, 3, 1.8, -13
CC(=O)Nc1ccc(OCC(=O)NCc2ccc3c(c2)OCO3)cc1
  7, 0.5, -18, -8, 1.5, 0, -3, 1.1, 5
Nc1ccc(C(=O)Nc2ccccc2C(=O)O)cc1
  2, 0.2, -4, 14, 0.1, 2, -6, -5.6, 16
CC(C)Cn1c(-c2ccco2)csc1=Nc1cccnc1
  -3, -0.2, -18, 44, 0.8, 11, -14, -0.1, 6
Cc1ccsc1/C=N/n1cnnc1
  ·, 0.8, -20, 8, 1.1, -12, 7, 1.8, -3
Cc1cc(C)c(S(N)(=O)=O)c(C)c1-n1cnnn1
  -2, 0.3, -8, 11, -1.0, -3, -1, -0.6, -3
O=C(Nc1ccc(Cl)cc1)c1ccc(OCC2CCCO2)cc1 (stereo not drawn)
  -4, 4.6, -9, -3, 8.3, -14, -23, -0.8, -6
O=C(Nc1ccc2c(c1)oc1ccccc12)c1ccncc1
  -2, 1.4, -8, -57, 2.5, 5, 20, -0.1, 2
Cc1ccc(N2CCN(S(=O)(=O)N3CCOCC3)CC2)cc1C
  0, 0.0, 9, -24, -0.5, 1, 3, -0.5, -1
COC(=O)c1cc(C(=O)OC)[nH]n1
  4, 0.9, 0, 3, 1.4, 10, 5, -0.4, 16
CCSC1=N/C(=C\C=C2/Oc3ccccc3N2CC)C(=O)S1
  ·, 5.0, -13, -28, 6.9, -1, 8, 3.0, 8
O=C(NCC(=O)N(c1cccnc1)C(C(=O)NC1CCCC1)c1cccs1)c1ccco1 (stereo not drawn)
  3, 0.6, -2, -5, -0.5, 13, 8, -0.3, 24
O=C1Nc2ccc([N+](=O)[O-])cc2OC1CCN1CCN(c2ccccc2)CC1 (stereo not drawn)
  -2, 1.0, -10, -23, -0.3, -28, 17, 0.7, -4
Cc1ccc(-c2nnn(CC(=O)N(c3ccc(F)cc3)C(C(=O)NC3CCCC3)c3ccco3)n2)o1 (stereo not drawn)
  5, -0.4, -19, 0, -0.5, -3, -3, 0.5, -6
CCOCCn1c(-c2ccc(OC)cc2)nc2ccccc21
  4, -0.3, 2, 19, -0.2, 8, -5, -2.0, -36
COc1cc([N+](=O)[O-])cc2cc(C(=O)N3CCN=C3c3ccccc3)c(=O)oc12
  9, 1.1, 3, 20, 1.7, 6, 11, 0.4, -13
Cc1ccc(O)c(CCc2ccccc2)n1
  1, -0.2, -2, -18, -1.1, 5, -11, -3.1, 20
Cc1cc(C)nc(SCc2nc3ncccn3c2Br)n1
  1, 0.1, -21, 24, -0.1, -12, 5, -0.2, 52
CC(C)CN1CCNC(=O)C1CC(=O)NCCc1ccc(C(F)(F)F)cc1 (stereo not drawn)
  -6, 0.6, 0, -19, 0.0, -3, 8, 4.0, -10
O=C(N/N=C\c1ccc(Cl)cc1)c1sccc1-n1cccc1
  -1, -1.3, -6, -2, -1.5, -16, -13, -5.4, 40
COC(=O)c1ccc(NC(=S)NCCCN2CCCC2=O)cc1
  0, 0.9, 0, -6, 2.1, -1, 10, -1.7, 7
Cc1cc(C)c(C)c(Cn2c(CO)nc3ccccc32)c1C
  5, -0.4, -21, 80*, -2.0, -12, -51, -1.1, 60
CC1CCN(C(=S)Nc2cccc(S(=O)(=O)N(C)C)c2)CC1
  4, 1.2, 10, -39, 0.4, -6, -11, 2.3, 7
Cc1cccc(/C(N)=N/OC(=O)c2ccc(F)cc2)c1
  5, 0.7, -11, -22, 0.0, 12, 14, 0.6, 34
O=C(O)c1ccccc1NS(=O)(=O)c1cccc2cccnc12
  -3, 0.3, -6, 31, -1.0, -8, -12, -3.5, 6
COc1ccc2c(CC(=O)OCC(=O)Nc3sc4c(c3C#N)CCC(C)C4)coc2c1 (stereo not drawn)
  11, 0.9, 0, 16, -0.1, 1, -10, -1.3, 23

# 2 of the compounds above, as tab-separated lines.
molecule	NPY Y1 blocker	TRPML3 agonist	S1P4 antagonist	EP2 modulator	TRPN1 ag	NPY-Y2 PAM-ag	NPY1 pot ag	S1P4 ag	CHOP inhibitor
O=C(Nc1ccc2c(c1)OCO2)C1CCN(C(=O)c2ccc(Cl)cc2)CC1	2	0.8	-10	-17&-3	0.0	-21	-9	1.8	23
O=C(O)CSCc1cn2cc(Cl)ccc2n1	-2	1.5	-17	23	1.0	1	-27	-0.7	15

# Remaining list, next part.
# The line under a structure holds: NPY Y1 blocker, TRPML3 agonist, S1P4 antagonist, EP2 modulator, TRPN1 ag, NPY-Y2 PAM-ag, NPY1 pot ag, S1P4 ag, CHOP inhibitor
O=C(NC12CC3CC(CC(C3)C1)C2)c1ccccc1
  3, 0.2, -3, -35, -1.5, -8, 12, -3.0, 5
O=[N+]([O-])c1cccc(-c2noc(-c3cccs3)n2)c1
  ·, 1.4, -7, 3, 0.2, -16, 7, 0.5, -1
CC(Sc1nnc(NC2CCCCC2)s1)C(=O)Nc1ccc2c(c1)C(=O)c1ccccc1C2=O (stereo not drawn)
  -6, 0.8, -22, -8, -0.1, -2, -5, -0.1, 24
CN1CCN(C(=O)C2CC(c3ccc(F)cc3)=NO2)CC1 (stereo not drawn)
  1, 1.1, -28, 7, 1.4, -2, 5, 2.2, 2
Nc1ccc(S(=O)(=O)Nc2cnc3ccccc3n2)cc1
  ·, 0.1, 5, 16&22&26, 1.1, -14, 9, -0.5, 11
O=C(NCCc1ccccc1)C1CCCN1S(=O)(=O)c1ccc(F)cc1 (stereo not drawn)
  1, 0.8, -7, ·, 0.4, 0, 3, 1.2, ·

# Compounds listed so far that contain two or more sulfur atoms:
# The line under a structure holds: NPY Y1 blocker, TRPML3 agonist, S1P4 antagonist, EP2 modulator, TRPN1 ag, NPY-Y2 PAM-ag, NPY1 pot ag, S1P4 ag, CHOP inhibitor
O=C1/C(=C/c2ccncc2)SC(=S)N1C1CCS(=O)(=O)C1 (stereo not drawn)
  0, 0.4, -23, -16, 0.1, -15, 9, 0.8, 104*
Cc1nc(NC(=S)NC(=O)c2cccs2)ccc1Br
  12, 0.4, -17, 20, -0.7, -5, 3, 0.3, -28
CSc1ccccc1NC(=O)Cn1nnc(-c2ccc(S(C)(=O)=O)cc2)n1
  1, 0.1, -7, -13, 0.4, -4, -9, -0.3, -9
CCc1nnc(NS(=O)(=O)c2ccc(NC(=S)NC(=O)c3cccs3)cc2)s1
  -2, 0.9, -17, -54, 1.5, -2, 4, 1.2, 9
CCSC1=N/C(=C\C=C2/Oc3ccccc3N2CC)C(=O)S1
  ·, 5.0, -13, -28, 6.9, -1, 8, 3.0, 8
CC1CCN(C(=S)Nc2cccc(S(=O)(=O)N(C)C)c2)CC1
  4, 1.2, 10, -39, 0.4, -6, -11, 2.3, 7
CC(Sc1nnc(NC2CCCCC2)s1)C(=O)Nc1ccc2c(c1)C(=O)c1ccccc1C2=O (stereo not drawn)
  -6, 0.8, -22, -8, -0.1, -2, -5, -0.1, 24
